# Compound activity (PubChem BioAssay)
# TEAD-YAP inh – TEAD-YAP interaction inhibition | AID 1259422 | actives 1.4% (n = 640,000) | HEK-TIYL cells, TEAD-Gal4/YAP UAS-luciferase luminescence | inhibition, % at 9.12 µM; in the data active = inhibition above about 32%;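 note: 0% = median of test compound wells and 100% = reference inhibitor wells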
# MITF primary – inhibitors of human MITF; AlphaScreen MITF homodimerization, bead proximity signal; actives 0.91% (n = 650,000); O75030; inhibition, % at 2.6 µM; AID 1259374; in the data active = inhibition above about 50%;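 note: 0% = vehicle wells with protein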
# Target sequence (O75030 whole entry, looked up): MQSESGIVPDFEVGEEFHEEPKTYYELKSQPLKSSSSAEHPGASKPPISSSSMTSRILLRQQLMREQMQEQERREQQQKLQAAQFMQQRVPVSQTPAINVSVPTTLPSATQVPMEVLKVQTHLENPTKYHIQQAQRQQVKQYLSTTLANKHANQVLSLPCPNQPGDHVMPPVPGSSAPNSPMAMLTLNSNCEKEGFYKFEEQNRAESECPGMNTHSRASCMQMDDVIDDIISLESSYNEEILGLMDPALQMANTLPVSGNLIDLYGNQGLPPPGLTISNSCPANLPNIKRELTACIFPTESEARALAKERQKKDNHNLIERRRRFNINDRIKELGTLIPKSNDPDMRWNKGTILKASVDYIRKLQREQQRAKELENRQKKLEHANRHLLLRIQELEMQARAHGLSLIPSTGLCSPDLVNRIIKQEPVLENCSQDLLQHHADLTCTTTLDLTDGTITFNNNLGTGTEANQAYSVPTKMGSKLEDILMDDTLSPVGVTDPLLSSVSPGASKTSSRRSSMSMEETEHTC
# GPR151 activ – activators of human GPR151. Q8TDV0. PathHunter beta-arrestin GPR151 cells, luminescence. actives 1% (n = 650,000). activation, % at 11.2 µM; in the data active = activation above about 4.9%;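 note: 0% = median of compound wells and 100% = cells with positive control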
# Target sequence (Q8TDV0 whole entry, looked up): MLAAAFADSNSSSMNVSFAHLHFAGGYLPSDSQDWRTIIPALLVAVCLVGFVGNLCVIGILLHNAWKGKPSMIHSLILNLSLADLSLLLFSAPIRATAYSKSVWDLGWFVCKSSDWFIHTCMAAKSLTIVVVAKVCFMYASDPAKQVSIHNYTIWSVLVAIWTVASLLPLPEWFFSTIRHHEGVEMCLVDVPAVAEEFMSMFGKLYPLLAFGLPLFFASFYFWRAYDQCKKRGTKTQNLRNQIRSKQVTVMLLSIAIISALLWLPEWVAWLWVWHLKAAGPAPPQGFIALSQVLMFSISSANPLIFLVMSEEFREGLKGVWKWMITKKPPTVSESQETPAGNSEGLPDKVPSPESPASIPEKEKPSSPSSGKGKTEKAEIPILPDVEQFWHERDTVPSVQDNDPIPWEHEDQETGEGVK
# FBW7 act – human FBW7 E3 ligase activation, primary screen | Q969H0 | AlphaScreen FBW7–phospho-cyclin E peptide binding, activator screen | actives 0.13% (n = 650,000) | normalized activity (activation), % at 26.1 µM | AID 1259310; in the data active = normalized activity above about 1.9%;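 note: purified mutant Fbw7 with reduced substrate affinity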
# Active calls of the source: *.
Molecule	TEAD-YAP inh	MITF primary	GPR151 activ	FBW7 act
C=CCOc1ccc(-n2c(C)cc(/C=C3\NC(=O)NC3=O)c2C)cc1	9	-5	0.1	0.2
COc1ccccc1C1CN(CCNC(=O)CNC(C)=O)Cc2ccccc2O1 (stereo not drawn)	-2	-14	2.5	-0.1
CN1CCN(C(CC(=O)Nc2cccc(O)c2)C(=O)O)CC1 (stereo not drawn)	9	2	1.4	-0.2
O=C(Cn1cc(NC(=O)c2ccco2)cn1)N[C@@H]1CCCC[C@H]1c1ccccc1	-4	0	-0.4	-0.6
COc1ccc(CCNC(=O)Cc2cc(OC)c(OC)cc2CO)cc1OC	-5	-14	0.4	-0.1
COc1ccc(Br)cc1C1C=C(c2cccs2)Nc2nc3ccccc3n21 (stereo not drawn)	-56	-21	-3.3	-0.1
CCc1ccccc1NC(=O)CSc1nc2ccsc2c(=O)n1Cc1ccccc1	11	-4	-0.1	0.1
O=C(Nc1ccnn1C1CCN(Cc2cccc3c2OCO3)CC1)c1ccc2c(c1)OCO2	17	1	1.1	-0.1
O=[N+]([O-])c1ccc(N2CCN(S(=O)(=O)c3ccc(Cl)cc3)CC2)cc1NCc1ccco1	3	-3	-0.3	-0.1
CCOC(=O)C1=C(C)Nc2ncnn2C1c1ccc(OCc2ccccc2)cc1 (stereo not drawn)	7	0	-2.5	0.7
CC1=C(C(=O)Nc2ccc(C)c(Cl)c2)C(c2ccc(O)cc2)NC(=O)N1 (stereo not drawn)	-10	-2	2.7	0.0
CCOC(=O)C1(C(=O)OCC)C(c2ccccc2)CC(=O)CC1c1ccccc1 (stereo not drawn)	-5	11	0.3	0.8
Nc1c(C(=O)C2CC2)sc2nc(-c3cccnc3)ccc12	-58	5	0.2	0.3
Cc1cccc(-c2nc(=S)c3c(n2CCCO)CCCC3)c1	0	8	-0.9	0.7
CN(C)/C=C/C(=O)c1ncc(C(F)(F)F)cc1Cl	-4	1	-0.4	-0.1
COc1cccc2cc(C(=O)N(Cc3ccccc3)Cc3ccccc3)c(=O)oc12	-2	6	-0.5	0.0
C=CCN1C(=O)/C(=C\c2ccc(C(=O)OC)cc2)C(=O)NC1=S	2	13	-2.6	0.2
COc1ccc(C2C(C#N)=C(N)N(c3ccccc3)C3=C2C(=O)CCC3)cc1 (stereo not drawn)	-6	-2	1.3	-0.1
O=C(c1cccs1)N1CCN(S(=O)(=O)c2ccccc2)CC1	2	14	0.8	0.2
N#Cc1ccc(C(=O)Nc2cccc(C(F)(F)F)c2)c(F)c1	-9	6	-0.2	0.1
CCOC(=O)C(C)N1C(=O)S/C(=C/c2ccc3c(c2)OCCO3)C1=O (stereo not drawn)	-22	16	1.1	0.2
COC(=O)c1ccc(OCCOc2ccc(C=O)cc2OC)cc1	18	-5	0.9	0.0
O=C(NCCc1ccc(O)cc1)c1cnc(NCc2cccnc2)s1	-6	5	-0.9	-0.1
Cc1ccc(N2C(=O)C3CC3C2=O)cc1 (stereo not drawn)	0	7	0.1	0.1
O=C(CNc1ccccc1)N/N=C\c1ccc(O)c(O)c1	-2	5	0.7	-0.1
CCCC(=O)Nc1ccccc1NC(=O)c1ccc(Cl)cc1	-18	2	3.3	0.0
COc1ccc(-c2nc3n(n2)C(c2ccccc2Cl)C(C(N)=O)=C(C)N3)cc1 (stereo not drawn)	-8	2	1.3	-0.1
CNC(=S)N1N=C(c2c(-c3ccccc3)c3cc(Cl)ccc3[nH]c2=O)CC1c1ccccc1 (stereo not drawn)	0	0	1.1	0.1
COc1ccc(-c2nc(C(=O)NCc3nc4ccccc4[nH]3)cs2)cn1	9	1	0.6	0.1
Cc1cc(I)ccc1NC(=O)c1sc2ncn(Cc3ccccc3Cl)c(=O)c2c1C	3	10	1.8	-0.4
Cc1cc(N)n(-c2ccc(Br)cc2)n1	9	-12	-1.3	0.1
CSc1cccc(NC(=O)c2nnn(Cc3cc(C)ccc3C)c2N)c1	-4	-1	-0.2	-0.2
O=[N+]([O-])c1ccc(Cl)c(/C=N/n2c(-c3ccco3)n[nH]c2=S)c1	6	-7	1.0	-0.1
CCC(=O)NNC(=O)c1nonc1N	-4	1	1.6	0.1
O=C(O)CCC(=O)n1ncc2ccccc21	5	-7	-2.1	-0.1
CCCC(=O)Nc1nnc(C2CC2)s1	-4	-1	-0.1	0.0
CCOc1ccc(C2CC(=O)N3CN(C)CSC3=C2C#N)cc1OC (stereo not drawn)	1	8	-1.2	-0.1
Cc1cc(C)n(-c2nc3ccccc3c3nc(-c4ccncc4)nn23)n1	0	-11	0.1	0.0
COC(=O)c1ccc(C(=O)NC(=S)Nc2cccc3c2C(=O)NC3=O)cc1	-1	0	-1.5	0.3
CC1(C2CCN(C(=O)Cc3cccc(F)c3)CC2)NC(=O)N(CCN2CCOCC2)C1=O (stereo not drawn)	1	23	0.2	0.0

# Five structures from above, sorted by count of non-hydrogen atoms, high to low.
Molecule	TEAD-YAP inh	MITF primary	GPR151 activ	FBW7 act
CC1(C2CCN(C(=O)Cc3cccc(F)c3)CC2)NC(=O)N(CCN2CCOCC2)C1=O (stereo not drawn)	1	23	0.2	0.0
CCOc1ccc(C2CC(=O)N3CN(C)CSC3=C2C#N)cc1OC (stereo not drawn)	1	8	-1.2	-0.1
O=[N+]([O-])c1ccc(Cl)c(/C=N/n2c(-c3ccco3)n[nH]c2=S)c1	6	-7	1.0	-0.1
O=C(O)CCC(=O)n1ncc2ccccc21	5	-7	-2.1	-0.1
CCC(=O)NNC(=O)c1nonc1N	-4	1	1.6	0.1

# Later entries.
Molecule	TEAD-YAP inh	MITF primary	GPR151 activ	FBW7 act
O=C1CC(N2CCN(c3ccc(F)cc3)CC2)C(=O)N1c1ccc(I)cc1 (stereo not drawn)	-14	6	-0.5	-0.1
CCOC(=O)c1c(NC(=O)c2ccccc2[N+](=O)[O-])sc2c1CCC(CC)C2 (stereo not drawn)	2	0	0.1	-0.1
CC(=O)/C(=N\Nc1ccc([N+](=O)[O-])cc1)Sc1cccc2cccnc12	1	13	-0.6	0.1
O=C(CCN1C(=O)C2C3C=CC(C3)C2C1=O)NCCc1ccccc1 (stereo not drawn)	-25	-6	0.4	-0.2
O=C(Cn1nnc(-c2ccncc2)n1)N1c2ccccc2CCc2ccccc21	-3	-1	-0.9	0.0
Cc1ccc(S(=O)(=O)C(CNC(=O)C(=O)NCc2ccccc2C)c2ccco2)cc1 (stereo not drawn)	17	29	0.6	0.4
CCOC(=O)c1cc(C(C)=O)c(C)[nH]c1=O	4	-5	0.0	0.1
N#Cc1ccc(NC(=O)c2cnc(Cl)c(Cl)c2)cc1	11	9	-1.1	0.1
CC(C)CN(C(=O)COC(=O)/C=C/c1ccc(Br)o1)C1CCS(=O)(=O)C1 (stereo not drawn)	-3	-6	0.5	0.0
Cc1ccc(S(=O)(=O)C(CNS(=O)(=O)c2ccc(F)cc2C)c2ccco2)cc1 (stereo not drawn)	-2	-2	0.1	-0.2
CCOC(=O)c1c(C)n(-c2ccc(C)c(C)c2)c2ccc(OC(=O)c3ccccc3)cc12	3	7	0.9	0.0
COc1ccc(C2=NN(C(=O)CSc3nnc(CNC(=O)c4cccc(OC)c4)n3C)C(c3cccc(OC)c3OC)C2)cc1 (stereo not drawn)	26	8	1.7	0.1
COC(=O)C1=CN(Cc2ccc(OC)c(OC)c2)C=C(C(=O)OC)C1c1cc(Cl)c(O)c(OC)c1	-8	1	0.5	-0.3
Cc1ccc(C)c(NC(=O)C(=O)NCc2ccccn2)c1	-3	-6	0.8	0.1
O=c1[nH]c2ccc(N=Cc3ccc4ncccc4c3)cc2[nH]1	9	16	-0.1	0.1
O=C(O)CCN1CC2([N+](=O)[O-])CC=C(OCCO)C([N+](=O)[O-])(C1)C2 (stereo not drawn)	-3	-3	-0.6	0.1

# Some entries already given, limited to GPR151 activ and FBW7 act.
SMILES | GPR151 activ | FBW7 act
COc1ccc(C2=NN(C(=O)CSc3nnc(CNC(=O)c4cccc(OC)c4)n3C)C(c3cccc(OC)c3OC)C2)cc1 (stereo not drawn) | 1.7 | 0.1
COC(=O)C1=CN(Cc2ccc(OC)c(OC)c2)C=C(C(=O)OC)C1c1cc(Cl)c(O)c(OC)c1 | 0.5 | -0.3
Cc1ccc(C)c(NC(=O)C(=O)NCc2ccccn2)c1 | 0.8 | 0.1
O=c1[nH]c2ccc(N=Cc3ccc4ncccc4c3)cc2[nH]1 | -0.1 | 0.1

# Next section:
Molecule	TEAD-YAP inh	MITF primary	GPR151 activ	FBW7 act
CC(=O)Nc1ccc2c(c1Cl)C(=O)c1ccccc1C2=O	3	7	-0.1	0.1
COCCNC(=O)c1ccc(N2CC3CC(C2)c2cccc(=O)n2C3)c(NC(=O)c2cc(OC)cc(OC)c2)c1 (stereo not drawn)	-7	18	0.9	0.4
Cc1cc2c(cc3c(=O)n(CC(=O)N4C(C)CCCC4C)nc(C)n32)s1 (stereo not drawn)	-2	-2	1.1	-0.1
O=C(O)C(Cc1ccccc1)N1C(=O)c2cccc3cccc(c23)C1=O (stereo not drawn)	-5	7	-1.6	0.1
Cc1nc(NC(=O)c2cccs2)ccc1I	-22	4	-2.4	-0.2
C=Cc1ccc(C(=O)N2CCC(C3(C)NC(=O)N(Cc4ccsc4)C3=O)CC2)cc1 (stereo not drawn)	12	4	0.2	0.0
COc1cc(-c2cnn3ccc(NCc4ccncc4)nc23)cc(OC)c1OC	-49	10	0.3	-0.8
COc1ccc(Cl)cc1Nc1nc(-c2cc3cccc(OC)c3oc2=O)cs1	-2	7	1.4	0.0

# The list continues.
# Fields: TEAD-YAP inh, MITF primary, GPR151 activ, FBW7 act
N#Cc1cc(-c2ccnc(Nc3ccc(-n4cnc(C(F)(F)F)n4)cc3)n2)cc(N2CCNCC2)c1
→ -34, -7, 0.5, 1.1
O=C(CCN1CCN(CCO)CC1)Nc1ccc(Cl)cc1
→ -3, -3, -1.4, -0.2
COc1cc(CNc2cccc(F)c2)cc2c1OCO2
→ 3, -16, 0.3, 0.3
CCc1c(C)sc2nc(C(C)C)n3c(=O)n(CCC(N)=O)nc3c12
→ -2, 11, -0.1, 0.0
C=CCn1c(NCCO)nc2sc3c(c2c1=O)CCC3
→ 6, 9, 3.9, 0.2
O=c1c2cc(F)ccc2[nH]c(=S)n1CCC1=CCCCC1
→ 8, 4, 1.5, 0.1
O=C(O)c1ccccc1C(=O)c1ccc(Cl)c(N2C(=O)C=CC2=O)c1
→ -3, -5, 0.2, 0.1
CC1CCC2(CC1)SCC(=O)N2c1ccc(Cl)cc1 (stereo not drawn)
→ -3, 5, -0.1, 0.0
O=C(O)c1ccc(CSc2ccccn2)cc1
→ 2, -4, -3.4, -0.1
CCO[C@H]1[C@H](NC(=O)c2cccnc2)c2ccccc2C12CCN(C(=O)/C=C/C(C)C)CC2
→ 13, -6, -0.7, 0.1
O=c1oc(-c2cccs2)nc2cc(Cl)ccc12
→ 5, 5, 1.6, 0.1
CCOC(=O)c1sc2nc(COC(=O)c3ccc(C#N)cc3)[nH]c(=O)c2c1C
→ 4, 10, -0.2, -0.2
CC(C)(C)NC(=O)c1cccc(NS(=O)(=O)c2ccc([N+](=O)[O-])cc2)c1
→ 2, -13, 0.4, 0.0
Cc1cc(NCCN(C(C)C)C(C)C)nc(Nc2ccc3ncccc3c2)n1
→ -6, 3, -0.6, 0.1
CC1CCCCN1C(=O)c1cccc(I)c1 (stereo not drawn)
→ -4, 16, -0.6, 1.3
O=C(CN1C(=O)CC(c2ccccc2)=Nc2ccccc21)NC1CCCCC1
→ 14, -1, -1.2, 0.7
O=C(C1CCCCC1)N(c1ccc(Br)cc1)C1C=CS(=O)(=O)C1 (stereo not drawn)
→ 1, 8, 0.4, 0.4
COc1ccc(-c2ncnn2-c2sc3c(c2C#N)CCCC3)cc1OC
→ 1, -33, -0.2, -0.3
Cc1ccc(N(CC(=O)NCc2ccccn2)S(=O)(=O)c2ccc(Cl)cc2)cc1
→ -3, 0, -0.8, 0.0
O=C1Nc2cc(C(=O)N3CCN(c4ccc(F)cc4)CC3)ccc2NC1CSCc1ccc(F)cc1 (stereo not drawn)
→ -6, 14, 1.3, -0.1
CC(=O)c1ccc(Nc2cnn(C34CC5CC(CC(C5)C3)C4)c(=O)c2Cl)cc1
→ -6, -9, -1.7, 0.0
Cc1ccccc1OCC(O)Cn1c(SCC(N)=O)nc2c1c(=O)[nH]c(=O)n2C (stereo not drawn)
→ 6, -3, -0.1, -0.1
CCCCC(NS(=O)(=O)c1ccc(F)cc1)C(=O)O (stereo not drawn)
→ -4, 9, -0.1, -0.2
O=C(O)CNC(=O)/C(=C\C=C\c1ccccc1)NC(=O)c1ccccc1
→ 2, -19, -0.8, 0.1
O=C(NCCN1CCN(C(=O)c2ccccc2)CC1)C(=O)Nc1ccc(F)cc1
→ 5, 11, 1.4, 0.3
CC(C)NCCOCCOc1ccccc1C(C)(C)C
→ 5, 49, -0.5, 0.1
CCOC(=O)Cn1nnc(-c2ccc(OCC(C)C)cc2)n1
→ -8, -5, 0.6, 0.2
COc1ccccc1-n1c(SCC(=O)c2ccc(Cl)cc2)nc2c(sc(=S)n2-c2ccccc2C)c1=O
→ 1, 8, -0.6, 0.2
Nc1ncc(Cc2c(Cl)cccc2Cl)s1
→ -2, 7, 0.4, -0.1
CC(C)OC(=O)c1cc(C(=O)O)c(C(=O)OC(C)C)cc1C(=O)O
→ -4, 1, -1.7, 1.1
CC(=O)N1N=C(c2ccc(C)c([N+](=O)[O-])c2)OC12CCCC2
→ -1, -4, 1.6, -0.2
Cc1ccc(NC(=O)C(Cc2c[nH]c3ccccc23)NC(=O)OC(C)(C)C)cc1C (stereo not drawn)
→ 27, 0, -0.7, 0.1
